IDE inh: inhibitors of human insulin-degrading enzyme in cells. HEK cells, FAbetaB cleavage, fluorescence polarization. hit rate 0.41% among 320,000. inhibition, % at 5.59 µM. P14735. AID 434962;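 active means percent inhibition above the average of all tested compounds plus 3 SD, set per screening campaign, cut at about 16% in these data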;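 further: IDE supplied by intact live HEK cells; FP after avidin binding of uncleaved biotin substrate so inhibition keeps polarization high; 0% = DMSO wells and 100% = 60 µM reference IDE inhibitor Ii1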
HCV NS3 hel inh: inhibitors of Hepatitis C virus NS3 helicase | NS3 helicase DNA unwinding, Cy5 molecular beacon fluorescence | inhibition, % at 10.9 µM | hit rate 0.56% among 290,000;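 active means inhibition above the mean of all tested compounds plus 3 SD, set per campaign, cut at about 35% in these data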;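 further: 0% = DMSO wells and 100% = thioflavine S control wells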
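assay system = NS3 helicase fragment of HCV | buffer or medium = MOPS pH 6.5, MgCl2, DTT, Tween20, BSA | timing = 60 min unwinding reaction at 25 °C after ATP addition | signal = Cy5 beacon fluorescence read at start and 1 h | read-out basis = % inhibition of unwinding | control set = low DMSO, high thioflavine S at 110 µM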
GalR3 antagonist: human GalR3 antagonism; HEK293 GalR3-CNG cAMP membrane potential fluorescence; galR3 body fused to GalR1 C-terminus; hit rate 0.44% among 360,000; AID 651719; inhibition, % at 3 µM; O60755;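 active means inhibition above the screen-wide average plus 3 SD, cut at about 13% in these data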;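 further: forskolin and galanin both at EC90 stimulate the cells; cAMP rise reported by CNG channel membrane potential dye signal; 0% = forskolin plus galanin with DMSO and 100% = forskolin alone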
Target sequence (O60755 1-299 limits assumed): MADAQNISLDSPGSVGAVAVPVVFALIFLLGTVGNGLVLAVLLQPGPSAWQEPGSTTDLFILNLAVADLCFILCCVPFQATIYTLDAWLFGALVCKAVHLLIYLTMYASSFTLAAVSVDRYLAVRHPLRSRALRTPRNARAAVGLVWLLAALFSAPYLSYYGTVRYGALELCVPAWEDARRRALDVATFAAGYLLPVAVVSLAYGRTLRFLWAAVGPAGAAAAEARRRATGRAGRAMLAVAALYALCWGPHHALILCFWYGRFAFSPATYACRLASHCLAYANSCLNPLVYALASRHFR
CRFBP-R2 block: blocks CRF-induced signaling of the CRF-BP/CRF-R2 complex | HEK293 CRF-R2/CRF-BP, CRF-induced calcium fluorescence | inhibition, % at 11.8 µM | hit rate 0.59% among 350,000 | AID 588475;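 active means inhibition of the ligand-induced calcium signal above about 50% at the single tested concentration, limit read from the data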
VIM-2 inhibitor: blocks Pseudomonas aeruginosa VIM-2 metallo-beta-lactamase | hit rate 0.89% among 290,000 | AID 1527 | inhibition, % at 5.6 µM | purified VIM-2, nitrocefin hydrolysis, epi-absorbance fluorescence;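 active means inhibition above the mean of all tested compounds plus 3 SD, cutoff set per screening run, cut at about 7.5% in these data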;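 further: red hydrolysis product quenches plate fluorescence so inhibitors raise well fluorescence; 0% = enzyme with DMSO and 100% = DMSO without enzyme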
pCIP destab: lowers stability of the mouse p/CIP coactivator protein; Q05BA5; F442A p/CIP-EGFP cells, EGFP fluorescence, 16 h; decrease of EGFP signal, % at 10 µM; hit rate 0.01% among 290,000; AID 1984;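 active means EGFP signal decrease of at least 30% at 10 µM or well 3 SD below plate mean, unless failing retest; inactive means the rest, including hits failing retest or dose response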; further: some compounds called inactive have numbers as strong as hits; many of its hits are not listed in these tables
IMP-1 inhibitor: blocks Pseudomonas aeruginosa IMP-1 metallo-beta-lactamase; purified IMP-1, nitrocefin hydrolysis, epi-absorbance fluorescence; inhibition, % at 5.6 µM; hit rate 0.45% among 290,000;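 active means inhibition above the mean plus 3 SD of all compounds in the same screening run, cut at about 4.5% in these data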;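 further: 0% = IMP-1 with DMSO and 100% = DMSO wells lacking enzyme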
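Assay system: purified IMP-1; Quantity: IMP-1 0.2 nM before substrate addition; Medium: HEPES buffer pH 7.1 with ZnSO4 and Brij 35; Incubation: 15 min enzyme–compound preincubation, then 25 min nitrocefin reaction, 25 °C; Signal: fluorescence quenching readout, ex 480/em 530 nm; Controls: DMSO with and without IMP-1; Repeats: singlicate testing.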
IDE cell activ: IDE (human) activation, cell-based; P14735; hit rate 0.073% among 340,000; HEK cells, FAbeta-B cleavage, fluorescence polarization; 0% vehicle, 100% cell-free pure enzyme wells; activation, % at 5.96 µM;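 active means activation above the mean of all tested compounds plus 3 SD, set per screening campaign, cut at about 17% in these data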
SUMO HTRF inh: SUMOylation inhibition. P63279. HTRF SUMOylation assay, SAE1/SAE2 + UBC9, in vitro. inhibition, % at 35 µM. hit rate 0.36% among 290,000; in the data active means inhibition above about 50%, passing the limit was not always enough; further: strong numbers were not always called active
Target sequence (P63279 whole entry, looked up): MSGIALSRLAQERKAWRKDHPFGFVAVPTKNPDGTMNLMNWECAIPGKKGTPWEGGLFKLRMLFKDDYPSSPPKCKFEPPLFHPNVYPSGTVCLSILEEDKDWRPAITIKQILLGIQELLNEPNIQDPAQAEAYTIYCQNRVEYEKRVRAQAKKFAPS
* hit, by the source's call.

Results for COc1ccc(CNC(=O)COC(=O)C2=COCCO2)cc1 ?
IDE inh: 0; HCV NS3 hel inh: 2; GalR3 antagonist: -3; CRFBP-R2 block: -11; VIM-2 inhibitor: -1.4; pCIP destab: -4; IMP-1 inhibitor: -4.3; IDE cell activ: 0; SUMO HTRF inh: -3

Results for Cc1nc2c(C(=O)NCCC3=CCCCC3)c[nH]n2c(=O)c1Cl ?
IDE inh: 5; HCV NS3 hel inh: 16; GalR3 antagonist: -3; CRFBP-R2 block: 11; VIM-2 inhibitor: 1.7; pCIP destab: -6; IMP-1 inhibitor: 1.0; IDE cell activ: 0; SUMO HTRF inh: 26

Results for Cc1cc(C)n2nc(SCC(=O)N(CC(C)C)c3c(N)n(CC(C)C)c(=O)[nH]c3=O)nc2n1 ?
IDE inh: -3; HCV NS3 hel inh: 8; GalR3 antagonist: -3; CRFBP-R2 block: 1; VIM-2 inhibitor: -1.4; pCIP destab: -5; IMP-1 inhibitor: -2.0; IDE cell activ: 2; SUMO HTRF inh: 5

Results for Cc1ccc(C(c2nnnn2CCC(C)C)N2CCN(C)CC2)cc1 (stereo not drawn) ?
IDE inh: 6; HCV NS3 hel inh: -22; GalR3 antagonist: -4; CRFBP-R2 block: 12; VIM-2 inhibitor: -2.9; pCIP destab: -6; IMP-1 inhibitor: -0.3; IDE cell activ: 14; SUMO HTRF inh: 9

How did CCc1ccc(CN2CCN(C(=O)c3ccco3)CC2)cc1 do in these assays?
IDE inh: 1; HCV NS3 hel inh: 14; GalR3 antagonist: -9; CRFBP-R2 block: 1; VIM-2 inhibitor: -4.6; pCIP destab: 2; IMP-1 inhibitor: -3.2; IDE cell activ: 4; SUMO HTRF inh: 2

What do the screens show for `COc1ccc(NC(=O)CN2CCN(c3ccc(F)cc3)CC2)cc1`?
IDE inh: 1; HCV NS3 hel inh: 3; GalR3 antagonist: -13; CRFBP-R2 block: 9; VIM-2 inhibitor: -5.0; pCIP destab: 3; IMP-1 inhibitor: -2.3; IDE cell activ: 1; SUMO HTRF inh: 2

What do the screens show for `CCCCC(CC)CNC(=O)C(Cc1ccccc1)NS(=O)(=O)c1ccc2c(c1)CCC(=O)N2` (stereo not drawn)?
IDE inh: -1; HCV NS3 hel inh: -16; GalR3 antagonist: -6; CRFBP-R2 block: 12; VIM-2 inhibitor: -2.4; pCIP destab: 21; IMP-1 inhibitor: -1.9; IDE cell activ: 1; SUMO HTRF inh: -22

How did Cc1nnc2n(-c3ccccc3)c(=O)c3c4c(sc3n12)CC(C)CC4 (stereo not drawn) do in these assays?
IDE inh: 1; HCV NS3 hel inh: 1; GalR3 antagonist: -6; CRFBP-R2 block: 13; VIM-2 inhibitor: -5.7; pCIP destab: 2; IMP-1 inhibitor: -3.0; IDE cell activ: 4; SUMO HTRF inh: 30

How did C=CCNc1nc(NC(C)(C)CO)nc(OCC)n1 do in these assays?
IDE inh: 4; HCV NS3 hel inh: -2; GalR3 antagonist: -3; CRFBP-R2 block: 1; VIM-2 inhibitor: -5.2; pCIP destab: -13; IMP-1 inhibitor: 28*; IDE cell activ: 3; SUMO HTRF inh: -12

What do the screens show for `CCN(CC)CCC(=O)NC(C)(C)Cc1ccc(O)cc1`?
IDE inh: 0; HCV NS3 hel inh: -1; GalR3 antagonist: -2; CRFBP-R2 block: 19; VIM-2 inhibitor: 0.7; pCIP destab: -2; IMP-1 inhibitor: 0.1; IDE cell activ: 3; SUMO HTRF inh: 1

Results for CCOC(=O)CN1CC23C=CC(O2)C(C(=O)NC2CCCCCC2)C3C1=O (stereo not drawn) ?
IDE inh: -3; HCV NS3 hel inh: 0; CRFBP-R2 block: -4; VIM-2 inhibitor: -2.5; pCIP destab: -14; IMP-1 inhibitor: 3.0; IDE cell activ: -6; SUMO HTRF inh: 16

How did O=C(NC(Cc1c[nH]c2ccccc12)C(=O)NCc1ccc(F)cc1)OCc1ccccc1 (stereo not drawn) do in these assays?
IDE inh: 5; HCV NS3 hel inh: -12; GalR3 antagonist: -3; CRFBP-R2 block: 2; VIM-2 inhibitor: 0.1; pCIP destab: -5; IMP-1 inhibitor: -3.9; IDE cell activ: 5; SUMO HTRF inh: -9

What do the screens show for `COCCn1c(-c2ccc(F)cc2)nc2oc3cc(OC)ccc3c(=O)c2c1=O`?
IDE inh: 1; HCV NS3 hel inh: 8; GalR3 antagonist: 2; CRFBP-R2 block: 11; VIM-2 inhibitor: -2.5; pCIP destab: 3; IMP-1 inhibitor: -1.8; IDE cell activ: 0; SUMO HTRF inh: 25

What do the screens show for `CC1CC(C)CN(C(=O)Nc2ccc(Br)cc2)C1` (stereo not drawn)?
IDE inh: 4; HCV NS3 hel inh: 11; GalR3 antagonist: -3; CRFBP-R2 block: -20; VIM-2 inhibitor: 0.7; pCIP destab: 0; IMP-1 inhibitor: 0.0; IDE cell activ: -6; SUMO HTRF inh: 5

Results for CC(=O)c1c(C(C)=O)c(C)n(NC(=O)c2ccccc2O)c1C ?
IDE inh: 4; HCV NS3 hel inh: -2; GalR3 antagonist: -6; CRFBP-R2 block: 1; VIM-2 inhibitor: -3.9; pCIP destab: -11; IMP-1 inhibitor: -2.1; IDE cell activ: 2; SUMO HTRF inh: 11

Results for Cc1nc(Cc2nnc(SCc3nc(N)nc(Nc4ccccc4C)n3)o2)cs1 ?
IDE inh: 1; HCV NS3 hel inh: 2; GalR3 antagonist: -5; CRFBP-R2 block: 3; VIM-2 inhibitor: -3.7; pCIP destab: 1; IMP-1 inhibitor: -6.2; IDE cell activ: 3; SUMO HTRF inh: 13

Results for CCOC(=O)c1ccc(Oc2nc(NC)nc(OC)n2)cc1 ?
IDE inh: 0; HCV NS3 hel inh: 2; GalR3 antagonist: 5; CRFBP-R2 block: 7; VIM-2 inhibitor: 0.3; pCIP destab: 3; IMP-1 inhibitor: -4.3; IDE cell activ: 5; SUMO HTRF inh: 14

Results for COc1cccc(/C=N/NC(=O)CSc2nnc(C)n2-c2ccccc2)c1OC ?
IDE inh: 2; HCV NS3 hel inh: 5; GalR3 antagonist: 4; CRFBP-R2 block: 2; VIM-2 inhibitor: -5.4; pCIP destab: -11; IMP-1 inhibitor: -3.1; IDE cell activ: 5; SUMO HTRF inh: -12

Results for CN(C(=O)CCN1C(=O)C2C3C=CC(C3)C2C1=O)c1ccccc1 (stereo not drawn) ?
IDE inh: 2; HCV NS3 hel inh: 2; GalR3 antagonist: -3; CRFBP-R2 block: 6; VIM-2 inhibitor: -2.5; pCIP destab: 2; IMP-1 inhibitor: -1.2; IDE cell activ: 3; SUMO HTRF inh: 13

What do the screens show for `O=Nc1ccc(O)c2ncccc12`?
IDE inh: -5; HCV NS3 hel inh: 4; GalR3 antagonist: 1; CRFBP-R2 block: 5; VIM-2 inhibitor: 0.3; pCIP destab: -77; IMP-1 inhibitor: -1.9; IDE cell activ: 3; SUMO HTRF inh: 7

What do the screens show for `COC(=O)C1=C(CCc2ccccc2)NC(=O)NC1c1ccc(Cl)cc1` (stereo not drawn)?
IDE inh: 2; GalR3 antagonist: -6; CRFBP-R2 block: -19; IDE cell activ: 7

What do the screens show for `Cc1ccc(NS(=O)(=O)c2cccs2)nc1`?
IDE inh: -7; HCV NS3 hel inh: 2; GalR3 antagonist: 3; CRFBP-R2 block: 3; VIM-2 inhibitor: -3.1; pCIP destab: 9; IMP-1 inhibitor: -0.9; IDE cell activ: 2; SUMO HTRF inh: 19

Results for Cc1ccc(S(=O)(=O)Nc2ccc(O)c(Sc3ncn[nH]3)c2)cc1 ?
IDE inh: -1; HCV NS3 hel inh: 0; GalR3 antagonist: -6; CRFBP-R2 block: -6; VIM-2 inhibitor: -4.8; pCIP destab: -6; IMP-1 inhibitor: -2.8; IDE cell activ: 11; SUMO HTRF inh: 11

How did COc1cc(CCC(=O)OCC(=O)NC(=O)c2ccc(Cl)cc2)cc(OC)c1OC do in these assays?
IDE inh: -1; HCV NS3 hel inh: 9; GalR3 antagonist: -5; CRFBP-R2 block: -24; VIM-2 inhibitor: -0.2; pCIP destab: 12; IMP-1 inhibitor: -1.7; IDE cell activ: 7; SUMO HTRF inh: -4

What do the screens show for `COC(=O)c1cccc(NC(=O)CSc2nc(C)cc(=O)[nH]2)c1`?
IDE inh: 0; HCV NS3 hel inh: -3; GalR3 antagonist: -3; CRFBP-R2 block: -24; VIM-2 inhibitor: -1.4; pCIP destab: -3; IMP-1 inhibitor: -5.0; IDE cell activ: -1; SUMO HTRF inh: 4

Results for CC(C)c1ccc2c(c1)[C@H]1OCC[C@H]1[C@@H](c1cccs1)N2 ?
IDE inh: 0; HCV NS3 hel inh: 5; GalR3 antagonist: -3; CRFBP-R2 block: -2; VIM-2 inhibitor: 0.7; pCIP destab: 2; IMP-1 inhibitor: 0.5; IDE cell activ: 8; SUMO HTRF inh: -18

What do the screens show for `CCCC1C(C#N)=C(N)Oc2cc(C)n(C)c(=O)c21` (stereo not drawn)?
IDE inh: -1; HCV NS3 hel inh: -5; GalR3 antagonist: -1; CRFBP-R2 block: -13; VIM-2 inhibitor: -0.4; pCIP destab: -65; IMP-1 inhibitor: 1.2; IDE cell activ: 0; SUMO HTRF inh: 0

What do the screens show for `Cc1ccccc1N1C(=O)c2ccccc2NC1c1ccncc1` (stereo not drawn)?
IDE inh: 1; HCV NS3 hel inh: 5; GalR3 antagonist: -3; CRFBP-R2 block: 39; VIM-2 inhibitor: -2.0; pCIP destab: 1; IMP-1 inhibitor: -1.7; IDE cell activ: -1; SUMO HTRF inh: 10

Results for O=C(c1ccco1)N(Cc1cccc([N+](=O)[O-])c1)c1ccc(Br)cc1 ?
IDE inh: 2; HCV NS3 hel inh: 4; GalR3 antagonist: -3; CRFBP-R2 block: 82*; VIM-2 inhibitor: 1.2; pCIP destab: -20; IMP-1 inhibitor: 0.3; IDE cell activ: 3; SUMO HTRF inh: -12

How did O=C(Nc1ccc(S(=O)(=O)NCc2ccccc2)cc1)c1ccccc1[N+](=O)[O-] do in these assays?
IDE inh: 3; HCV NS3 hel inh: 5; GalR3 antagonist: -3; CRFBP-R2 block: -7; VIM-2 inhibitor: -2.8; pCIP destab: 2; IMP-1 inhibitor: -4.3; IDE cell activ: -4; SUMO HTRF inh: -2

Results for COc1ccc(C2=NN(c3nc(-c4ccccc4)c(CC(=O)O)s3)C(c3ccco3)C2)cc1 (stereo not drawn) ?
IDE inh: 9; HCV NS3 hel inh: 30; GalR3 antagonist: -4; CRFBP-R2 block: 7; VIM-2 inhibitor: -1.8; pCIP destab: -9; IMP-1 inhibitor: -0.2; IDE cell activ: 1; SUMO HTRF inh: 21

Results for COc1ccc(C(=O)c2ccc(CC#N)s2)cc1 ?
IDE inh: -3; HCV NS3 hel inh: 20; GalR3 antagonist: -3; CRFBP-R2 block: 11; VIM-2 inhibitor: 0.3; pCIP destab: -3; IMP-1 inhibitor: 0.2; IDE cell activ: 1; SUMO HTRF inh: 9
